High-throughput results deposited in PubChem BioAssay by National Center for Advancing Translational Sciences (NCATS).
POLI inh: blocks human DNA polymerase iota activity | Pol iota fluorescent replication assay, 10 min | Potency, µM (series often up to 115 µM), without a hit: at the top dose activity, negative = inhibition, usual class: inhibitors | 390,000 tested, 1% active | AID 588590; note: potency is the fitted concentration of half-maximal effect
Target sequence (Q9UNA4 whole entry, looked up): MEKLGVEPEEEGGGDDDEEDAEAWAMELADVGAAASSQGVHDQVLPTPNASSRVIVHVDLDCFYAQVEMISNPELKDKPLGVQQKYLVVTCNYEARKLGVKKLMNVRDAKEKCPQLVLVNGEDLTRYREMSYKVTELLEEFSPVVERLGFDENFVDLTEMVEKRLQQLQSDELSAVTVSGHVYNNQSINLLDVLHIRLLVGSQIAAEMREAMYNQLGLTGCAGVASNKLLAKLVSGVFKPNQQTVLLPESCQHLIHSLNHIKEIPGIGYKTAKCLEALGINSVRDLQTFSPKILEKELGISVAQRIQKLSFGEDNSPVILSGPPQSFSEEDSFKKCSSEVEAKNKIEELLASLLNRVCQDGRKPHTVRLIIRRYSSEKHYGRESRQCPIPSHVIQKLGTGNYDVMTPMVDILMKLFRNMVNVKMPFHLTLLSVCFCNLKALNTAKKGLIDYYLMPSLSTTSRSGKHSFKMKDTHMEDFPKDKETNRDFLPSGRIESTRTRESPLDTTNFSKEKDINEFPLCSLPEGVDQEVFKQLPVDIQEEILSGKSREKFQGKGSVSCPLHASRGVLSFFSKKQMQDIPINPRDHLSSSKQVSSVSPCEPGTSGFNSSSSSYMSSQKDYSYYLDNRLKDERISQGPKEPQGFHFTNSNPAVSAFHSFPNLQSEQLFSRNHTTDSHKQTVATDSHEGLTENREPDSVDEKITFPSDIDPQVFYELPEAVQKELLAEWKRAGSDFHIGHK
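Pol iota at 10 nM preincubated 15 min with compounds at room temperature; reaction started with fluorescent substrate, 50 nM final. Fluorescence read kinetically at 0 and 10 min; buffer-only wells as negative control.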
LDHA block: inhibitors of human lactate dehydrogenase A; purified LDHA, NADH/diaphorase-resazurin fluorescence; hits give low values; activity change, % (values are at about 110 or 230 µM); 480,000 tested, 0.15% active; AID 1347041; in the data active = activity change below about -30%; inconclusive = mostly about -25% to -30%;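 note: plate controls were DMSO wells for no effect and wells without enzyme for full effect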
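Resorufin fluorescence (ex540/em590), read at 0 and 20 min after diaphorase/resazurin addition, reports the NADH left after a 5 min room-temperature reaction of 2 nM human LDH5 with 0.06 mM NADH and 0.2 mM pyruvate.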
BLM helicase inh: blocks DNA unwinding by human BLM helicase; recombinant BLM DNA unwinding, fluorescence dequenching; AID 2528; 350,000 tested, 0.2% active; Potency, µM (highest dose often 56.1 µM), without a hit: at the top dose activity change, negative = inhibition, most hits filed as inhibitors; P54132;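 note: potency is the fitted concentration of half-maximal effect; plate controls were vehicle for no effect and no enzyme for full effect; nearly all actives have a fitted effect of over 35% in size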
Glioma ERSR ind: induces the endoplasmic reticulum stress response in human glioma cells | U87-MG GRP78 promoter luciferase reporter, 16 h | Potency, µM, without a hit: top-dose activation, actives largely listed as activators | 420,000 tested, 0.02% active; note: potency is the fitted concentration of half-maximal effect; series mostly up to about 76 µM; % of control where 0% means no effect; nearly all actives have a fitted effect of over 35% in size
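ERSR induction read as luciferase luminescence (Bright-Glo, 10 min at room temperature) in stably transfected human U87-MG glioma cells exposed to compounds for 16 h, using GRP78 as sensor.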
APE1 inh: APE1 (human) endonuclease inhibition; P27695; recombinant APE1, TAMRA/BHQ-2 abasic DNA cleavage fluorescence; Potency, µM (highest dose often 65.8 µM), for the others: at the highest dose activity change, negative = inhibition, hits mostly inhibitors; 350,000 tested, 0.35% active; AID 2517;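 note: potency is the fitted concentration of half-maximal effect; plate controls were vehicle for no effect and reference inhibitor for full effect; nearly all actives have a fitted effect of over 55% in size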
Target sequence (P27695 whole entry, looked up): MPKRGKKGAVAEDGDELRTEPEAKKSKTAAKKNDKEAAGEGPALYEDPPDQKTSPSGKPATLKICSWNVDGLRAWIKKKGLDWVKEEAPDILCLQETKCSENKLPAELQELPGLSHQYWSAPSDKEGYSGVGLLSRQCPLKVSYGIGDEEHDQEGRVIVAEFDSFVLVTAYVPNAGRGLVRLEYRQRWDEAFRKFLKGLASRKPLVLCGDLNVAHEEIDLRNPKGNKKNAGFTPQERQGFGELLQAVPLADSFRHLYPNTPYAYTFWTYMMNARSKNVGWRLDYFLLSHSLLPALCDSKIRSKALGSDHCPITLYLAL
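Compound pre-exposure to 0.75 nM APE1, 15 min at ambient temperature. Reaction initiated with 50 nM TAMRA/BHQ-2 THF substrate, read immediately in kinetic mode, 525 nm excitation, 598 nm emission.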
POLB inh: DNA polymerase beta (human) inhibition; P06746; Pol beta primer extension/strand displacement, fluorescence kinetic; Potency, µM (series often up to 114 µM), without a hit: top-dose activity change, negative = inhibition, hits mostly inhibitors; 340,000 tested, 1.3% active; AID 485314; note: potency is the fitted concentration of half-maximal effect; % is set by controls: 0 for no effect and ±100 for the full control effect
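Values derive from four-parameter Hill fits of normalized kinetic data: reads at 0 and 10 min following addition of 50 nM substrate to 10 nM Pol beta preincubated 15 min with compound.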
Apoferritin bind: binds horse apoferritin like a general anesthetic; apoferritin/1-aminoanthracene competitive binding, fluorescence; Potency, µM (series often up to 77.5 µM), for inactives: top-dose activity change, negative = displacement, usual class: inhibitors; 350,000 tested, 0.074% active; note: potency is the fitted concentration of half-maximal effect; % is set by controls: 0 for no effect and ±100 for the full control effect; nearly all actives have a fitted effect of over 20% in size
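Steps: apoferritin (10 uM) was premixed with half-saturated 1-AMA in PBS, compounds were pin-transferred, plates stood 10 min at room temperature, fluorescence was read at 380/535 nm, and curves were fitted with a Hill equation.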
Pol eta inh: blocks human DNA polymerase eta activity; Potency, µM (series often up to 114 µM), inactives show top-dose activity change, negative = inhibition, usual class: inhibitors; 390,000 tested, 1.2% active; Q9Y253; recombinant Pol eta, fluorescent DNA replication assay; note: potency is the fitted concentration of half-maximal effect; % is set by controls: 0 for no effect and ±100 for the full control effect
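Pol eta (10 nM) was preincubated with compounds for 15 min at room temperature, after which fluorescent replication substrate (50 nM final) was added to start the reaction. Fluorescence was read kinetically at 0 and 10 min.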
POLK inh: DNA polymerase kappa (human) inhibition. Q9UBT6. Potency, µM (highest dose often 107 µM), without a hit: top-dose activity, negative = inhibition, most hits filed as inhibitors. 400,000 tested, 0.53% active. purified Pol kappa, fluorescent DNA synthesis assay, 10 min; note: potency is the fitted concentration of half-maximal effect; % is set by controls: 0 for no effect and ±100 for the full control effect
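Kinetic fluorescence readout at 0 and 10 min followed reaction start with substrate at 50 nM final. Beforehand, enzyme (10 nM Pol kappa) stood 15 min with compound at room temperature; buffer-only wells were negative controls.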
The depositor's hits bear a star; ? = inconclusive; . = no result given; & = joins results of further samples; [ ] = another dose, or the depositor's remark. Unless noted, calls come from the whole dose curve; as a rule, active = well fitted curve in the direction sought with a large enough effect; inconclusive = small, poorly fitted or top-dose-only effect, or another doubt; inactive = no such curve, though single readings can be large; an effect the other way counts as inactive or inconclusive. An excerpt. The share of hits here may be higher or lower than overall.

Below each compound – POLI inh, LDHA block, POLB inh, Glioma ERSR ind, Apoferritin bind, POLK inh, Pol eta inh, APE1 inh, BLM helicase inh
O=C(O)CCSc1nnc(SCC(=O)NC2CCS(=O)(=O)C2)s1 (stereo not given)
    82%[activator], -8, ., -1%, ., -1%, -3%, -6%, .
C=CCOc1ccc(CN(C)CC(O)COc2ccc(CCC(C)=O)cc2)cc1 (stereo not given)
    4%, -9, 21%, -5%, -11%, 0%, -6%, 20%, 1%
COc1cccc(S(=O)(=O)N2CCOCC2)c1
    -7%, 0, 13%, -2%, -12%, -4%, -8%, 10%, 0%
NS(=O)(=O)c1ccc(C(=O)Nc2ccc(-c3nc4cccnc4s3)cc2)cc1
    16%, -4, ?, 4%, -6%, 10%, -3%, 10%, -2%
Cc1sc2ncnc(SCC(=O)NNC(=O)COc3cccc4ccccc34)c2c1C
    4%, -13, 23%, -2%, -7%, -1%, 7%, -2%, 2%
Cc1ccc(C(=O)c2sc(Nc3ccc(F)cc3)nc2N)c(C)c1
    -23%, 6&-5, -27%, -4%, -15%, -24%, -16%, ., -7%
NC(=O)c1ccc(NC(=O)CCN=C2NS(=O)(=O)c3ccccc32)cc1
    2%, -3, ., -2%, ., -7%, -4%, 5%, .
CC(C)C(=O)Nc1nnc(SCC(=O)NCc2cccs2)s1
    -10%, 2, 17%, -5%, 26%, 7%, -8%, -6%, -1%
CCCCOc1ccc(C(=O)NCC(=O)NCC2CCCO2)cc1 (stereo not given)
    11%, -2, 72%, -1%, -18%, 1%, -5%, 0%, 0%
CC12CC3(C)CC(C)(C1)CC(C(=O)NC(=S)N1CCCC1)(C2)C3
    37%[activator], 0, -3%, 1%, -3%, 8%, -13%, 10%, -3%
Cc1ccc(S(=O)(=O)N2CCN(C(=O)CCC(=O)NCCc3ccc(S(N)(=O)=O)cc3)CC2)c(C)c1
    -12%, -1, 1%, -2%, -9%, 10%, -9%, 28%, 2%
O=C(Nc1cc(Br)c(O)c(Br)c1)c1cccc(NC(=O)c2ccco2)c1
    -8%, -6, ?, 1%, -14%, -13%, ?, -6%, -7%
Cc1cc(OCCn2c(C3CC(=O)N(Cc4ccc(F)cc4)C3)nc3ccccc32)ccc1Cl (stereo not given)
    31%[activator], 2, 0%, -1%, -10%, 1%, -27%, ., -2%
Cc1ccccc1NC(=O)c1ccc(OCC(=O)Nc2ccccc2F)cc1
    -6%, 0, -21%, 0%, -1%, 4%, -16%, 7%, -4%
Cc1cc(=O)oc2cc(NC(=S)NCc3cccnc3)ccc12
    31%[activator], -3, 6%, 1%, 3%, -3%, -24%, 5%, -4%
O=C(CSc1nccc(=O)[nH]1)Nc1ccccc1Sc1ccccc1
    9%, -2, 37%[activator], -2%, -6%, -6%, -12%, 17%, 1%
COc1ccccc1NS(=O)(=O)c1cc(C(=O)NCC(c2ccco2)N2CCCCC2)ccc1C (stereo not given)
    11%, -3, ., -4%, ., -16%, -2%, 0%, .
CCOc1cnc(C(=O)NNC(=O)c2ccccc2Br)o1
    18%, -2, 0%, 4%, -1%, -13%, -5%, -2%, 2%
Cc1cccc2cc(C(c3nnnn3C(C)(C)C)N(Cc3ccco3)CC3CCCO3)c(=O)[nH]c12 (stereo not given)
    16µM*, -3, 32µM*, -4%, ?, 45µM*, 7.9µM*, 28µM*, -14%
Cc1ccc(S(=O)(=O)N2CCN(CC(=O)NCC3(N4CCOCC4)CCCCC3)CC2)cc1
    29%, -7, ., -4%, ., -16%, -12%, 10%, .
O=C(N/N=C/c1cccnc1)c1cccc(NC(=O)c2cccc(Br)c2)c1
    ?, -4, 7%, 1%, -9%, -5%, -12%, -6%[12.4 µM], -4%
CC(C)NC(=O)c1ccc(NC(=O)CC2SC(N3CCCC3)=NC2=O)cc1 (stereo not given)
    31%, -2, ., -5%, ., 4%, -17%, 25%, .
O=C(Nc1ccc(C(=O)N2CCCCC2)cc1)c1nsc2ccccc12
    2%, -2, -23%, -9%, ?, 1%[60.1 µM], -20%, ., -2%
COc1cccc(CC(=O)OCC(=O)c2cc(OC)c(OC)c(OC)c2)c1
    17%, 2, ., 2%, ., -8%, -22%, -9%, .
COc1ccc(S(=O)(=O)Cc2ccc(C(=O)NCC(OC)OC)o2)cc1
    1%, -4, 67%, -5%, 2%, 8%, -6%, -11%, 1%
COc1cccc(C(=O)NC2CC3CCCC(C2)N3CC(=O)Nc2ccccc2C(F)(F)F)c1 (stereo not given)
    -25%, -3, 0%, -6%, -4%, -5%, -22%, 52%[activator], -15%
O=C(Cc1ncc(C(F)(F)F)cc1Cl)N1CCN(c2cccc(Cl)c2)CC1
    6%, 0, ?, -2%, -15%, -4%, -13%, 1%, -9%
O=C(CCC1CCCC1)N1CCC(N2CCN(c3ccccc3)CC2)CC1
    17%, -10, 20%, -4%, -13%, -11%, -9%, 10%, -4%
CCOC(=O)c1c(C)[nH]c(C)c1S(=O)(=O)N1CCCC(C(=O)NCc2ccc(N(C)C)cc2)C1 (stereo not given)
    35%[activator], -6, 0%, 5%, 1%, -19%, -13%, ., 0%
Cc1cc(C2(c3ccc(O)c(C)c3)C(=O)N(C)c3ccc(Br)cc32)ccc1O
    9%, 0, ., 5%, ., -25%, -24%, ., .
CCOc1ccc(OCCC(=O)Nc2cccc(S(=O)(=O)N3CCCC3)c2)cc1
    22%, -2, ., 1%, ., -9%, -11%, -11%, .
CCn1c(CC(=O)Nc2ccc(C)c(Cl)c2)nnc1SCc1ccc(Cl)c(Cl)c1
    -9%, -9, -1%, -3%, -9%, -7%, -12%, -3%, 0%
C=CCn1cccc(/C=C/C(=O)c2ccc(C(C)(C)C)cc2)c1=S
    ?, -5, 0%, -12%, ?, -19%, ?, -3%, -11%
Cc1nn(Cc2ccccc2)c(C)c1NC(=O)CCC(=O)O
    -2%, -4, 3%, -3%, 5%, -16%, -5%, -1%, 0%
CCOC(=O)C#CC(CCc1ccccc1)OS(N)(=O)=O (stereo not given)
    -4%, -2, 14%, 2%, -8%, 12%, -3%, 13%, -7%
Clc1ccc(-c2cn3cccnc3n2)cc1
    -6%, -3, 1%, 3%, -3%, -2%, -7%, -2%, 1%
COc1ccc(/C=N/Nc2nc3ccccc3s2)cc1O
    77%[activator], -2, 3%, -13%, -3%, -8%, -9%, -2%, -11%
C=CCSc1nc2sc3c(c2c(=O)[nH]1)CCC3
    57%[activator], -10, 8%, -3%, -9%, -3%, -18%, 22%, -7%
CN(C)C(=O)CCSc1nnc(-c2ccncc2)o1
    111%[activator], -1, -3%, -3%, 2%, -6%, -22%, 11%, -7%
CCCn1c(C)cc(C(=O)COC(=O)c2ccc(Cl)c(S(=O)(=O)N3CCCC3)c2)c1C
    1%, -3, 0%, 2%, ?, -7%, -24%, ?, -2%
COCC(C)n1c(C)cc(C(=O)CSc2nnc(N)s2)c1C (stereo not given)
    ?, -4, 2%, 6%, ?, -5%, 1%, ?, -6%
CCCCc1nc(S(=O)(=O)c2ccc(Cl)cc2)c(N2CCOCC2)o1
    ?, -6, -10%, -4%, 58%[activator], 5%, -13%, -2%, -9%
CC(=O)N1CCc2cc(CNC(=O)Nc3cc(Cl)ccc3C)ccc21
    12%, -4, 28µM*, -3%, 90%[activator], -4%[60.1 µM], -10%, ., 1%
Cc1nn(-c2ccccc2)c(C)c1NC(=O)COC(=O)c1cc([N+](=O)[O-])ccc1NCCO
    8%, -8, 2%, -5%, -22%, -4%, -18%, -8%, -2%
CCCOC(=O)CSC1=C(C#N)C(c2ccccc2Cl)CC(=O)N1 (stereo not given)
    -3%, -1, 26%, -3%, -24%, -25%, -13%, 11%, -3%
CC(C)N1C2OC(C3OC4C(O3)N(C(C)C)S(=O)(=O)N4C(C)C)OC2N(C(C)C)S1(=O)=O (stereo not given)
    17%, -8, 23%, 1%, -2%, -10%, 6%, 11%, -3%
O=C(Nc1nc2ccccc2s1)c1cc(-c2ccccc2)nn1-c1ccccc1
    16%, -8, 3%, 5%, -6%, 5%, -15%, 9%, -15%
Cc1ccsc1/C=N/NC(=O)c1cc(-c2ccncc2)nc2ccccc12
    5%, -8, -5%, -5%, 1%, -15%, -12%, 3%, -19%
CCN(CC)CCNC(=O)c1ccc(NC(=O)c2cc(-c3ccco3)nc3ccccc23)cc1
    ?, -2&10, -3%, -5%, -10%, -21%, -6%, -13%, -1%
CN(C)C(=O)CN1C(=O)NC2(CCc3ccccc32)C1=O (stereo not given)
    -4%, 0, 46%, 5%, -12%, 11%, 15%, 1%, 0%

Reprinted from the part before: 4 entries, then new ones.
Below each compound – POLI inh, LDHA block, POLB inh, Glioma ERSR ind, Apoferritin bind, POLK inh, Pol eta inh, APE1 inh, BLM helicase inh
O=C(Nc1nc2ccccc2s1)c1cc(-c2ccccc2)nn1-c1ccccc1
    16%, -8, 3%, 5%, -6%, 5%, -15%, 9%, -15%
Cc1ccsc1/C=N/NC(=O)c1cc(-c2ccncc2)nc2ccccc12
    5%, -8, -5%, -5%, 1%, -15%, -12%, 3%, -19%
CCN(CC)CCNC(=O)c1ccc(NC(=O)c2cc(-c3ccco3)nc3ccccc23)cc1
    ?, -2&10, -3%, -5%, -10%, -21%, -6%, -13%, -1%
CN(C)C(=O)CN1C(=O)NC2(CCc3ccccc32)C1=O (stereo not given)
    -4%, 0, 46%, 5%, -12%, 11%, 15%, 1%, 0%
C#CCOCCOCCOCCNc1nc(N2CCN(C(=O)[C@H](CCCCN)n3cc(CCC(=O)O)nn3)CC2)nc(N2CCN(C(=O)[C@H](CCCCN)n3cc(CC(C)O)nn3)CC2)n1 (stereo not given in full)
    12%, -1, ., -1%, ., 1%, -15%, 40%[activator], .
Cc1ccccc1OCC1CN(CN2CCOCC2)C(=O)O1 (stereo not given)
    28%, -6, 1%, -4%, 6%, -8%, -2%, -3%, 0%
O=C(COC(=O)c1cc(S(=O)(=O)N2CCOCC2)cs1)c1ccccc1
    ?, -4, 0%, -1%, 1%, -15%, -7%, 0%, 0%
O=C(CSc1nnc(-c2ccc(NS(=O)(=O)c3ccccc3)cc2)o1)NCC1CCCO1 (stereo not given)
    2%, 3, -7%, -2%, -12%, -16%, -6%, 0%, 0%
